# TDP1 inh = qHTS Assay for Inhibitors of Tyrosyl-DNA Phosphodiesterase (TDP1) | 350,000 tested, 0.28% active | Tyrosyl-DNA phosphodiesterase 1 (Homo sapiens), Q9NUW8 | Potency, µM (top dose mostly 130 µM), for inactives: top-dose activity change, negative = inhibition, hits mostly inhibitors | recombinant TDP1, AlphaScreen DNA substrate cleavage; also: nearly all actives have a fitted effect of over 40% in size
#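 Recombinant E. coli-expressed Tdp1 (1 nM) preincubated with compound 15 min at RT, then 5'-biotin/3'-phosphotyrosine-FITC DNA substrate (15 nM) added for 5 min. AlphaScreen beads (10 ug/ml) added, 10 min RT; tyrosine-FITC cleavage read as signal loss.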
# DT40 TDP1 no CPT = qHTS for Inhibitors of human tyrosyl-DNA phosphodiesterase 1 (TDP1): qHTS in cells in absence of CPT. DT40 Tdp1-/- hTDP1 cells, no CPT, ATP luminescence, 48 h. Potency, µM (series often up to 46.2 µM), for inactives: top-dose activity change, negative = growth inhibition, actives largely listed as inhibitors. 420,000 tested, 15% active. AID 686978, 2013; also: nearly all actives have a fitted effect of over 55% in size
#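 Cells were dispensed at 400 per well, compounds added by pin tool, plates incubated ≥48 hr at 37 °C, then CellTiter-Glo added for 30 min at room temperature before luminescence reading. Line: DT40 Tdp1-/- complemented with hTDP1; camptothecin omitted.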
# KAT2A inh = qHTS Assay for Inhibitors of GCN5L2. Histone acetyltransferase KAT2A (Homo sapiens), Q92830. GCN5L2 HAT assay, ThioGlo1 CoA-SH fluorescence. Potency, µM (top dose mostly 58.9 µM), inactives show top-dose activity change, negative = inhibition, hits mostly inhibitors. 390,000 tested, 0.21% active
# Target sequence (Q92830 whole entry, looked up): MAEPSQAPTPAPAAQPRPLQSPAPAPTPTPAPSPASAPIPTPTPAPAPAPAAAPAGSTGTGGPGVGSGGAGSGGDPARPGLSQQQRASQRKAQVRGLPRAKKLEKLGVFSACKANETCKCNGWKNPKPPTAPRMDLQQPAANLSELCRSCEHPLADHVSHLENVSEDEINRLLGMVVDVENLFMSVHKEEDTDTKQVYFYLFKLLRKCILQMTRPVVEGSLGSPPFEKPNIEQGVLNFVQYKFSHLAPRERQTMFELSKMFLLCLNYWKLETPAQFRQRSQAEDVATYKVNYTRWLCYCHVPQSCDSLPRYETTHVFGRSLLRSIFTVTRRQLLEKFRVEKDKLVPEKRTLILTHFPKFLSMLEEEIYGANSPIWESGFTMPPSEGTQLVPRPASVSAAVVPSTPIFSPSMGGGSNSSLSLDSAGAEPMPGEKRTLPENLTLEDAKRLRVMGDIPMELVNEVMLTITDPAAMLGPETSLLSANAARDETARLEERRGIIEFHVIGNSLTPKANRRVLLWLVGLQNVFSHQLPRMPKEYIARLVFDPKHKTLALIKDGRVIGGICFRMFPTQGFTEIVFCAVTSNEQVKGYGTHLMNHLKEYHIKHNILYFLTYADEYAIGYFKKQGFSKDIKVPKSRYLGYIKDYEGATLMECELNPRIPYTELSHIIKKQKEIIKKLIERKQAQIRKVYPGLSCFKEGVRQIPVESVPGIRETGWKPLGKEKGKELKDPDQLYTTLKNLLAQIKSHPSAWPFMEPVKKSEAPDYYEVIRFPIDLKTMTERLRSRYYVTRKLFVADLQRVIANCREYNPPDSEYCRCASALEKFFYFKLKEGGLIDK
#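 ThioGlo1-coupled HAT assay: 20nM GCN5L2, 70uM acetyl-CoA, 75uM H3(1-25) peptide, pH 7.5. Fluorescence read at 340/540nm at start and after 20 min at room temperature.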
# The depositor's hits bear a star; u = inconclusive; x = no result given; & = joins results of further samples; [ ] = dose if it differs, or a comment. Calls follow the shape of the dose curve; as a rule, active = well fitted curve in the direction sought with a large enough effect; inconclusive = small, poorly fitted or top-dose-only effect, or another doubt; inactive = no such curve, though single readings can be large; an effect the other way counts as inactive or inconclusive. % is scaled to controls: 0 for no effect and ±100 for the full control effect; potency is read from the fitted curve at half-maximal effect.
SMILES,TDP1 inh,DT40 TDP1 no CPT,KAT2A inh
CC1CN(S(=O)(=O)c2cccc(C(=O)Nc3ccc(S(=O)(=O)NC4=NCCCCC4)cc3)c2)CC(C)O1 (centres undefined),x,u,-3.8%
Nc1nc(NCc2ccccc2Cl)n(-c2ccccc2)n1,x,-5.3%,-2.8%
CCOC(=O)CSc1nnc(-c2ccc(S(=O)(=O)N3CCC(C)CC3)cc2)o1,-1.0%,-12.4%,-4.0%
Cc1ccc(C(C)NC(=O)c2ccco2)cc1C (centres undefined),4.7%,-12.9%,1.6%
COC(=O)c1cc(NC(=O)c2c(-c3c(Cl)cccc3Cl)noc2C)ccc1N1CCOCC1,7.7%,-23.3%,0.0%
CC(C)(C)Nc1c(N)c(=O)oc2ccccc12,-2.5%,-10.6%,-8.0%
Cc1cc(-c2cccnc2)c(C#N)c(SCc2cccc(F)c2)n1,3.2%,-23.4%,-7.5%
O=C(Nc1nc2ccc(F)cc2s1)c1nc(S(=O)(=O)Cc2ccccc2F)ncc1Cl,0.0%,2.59µM*,-22.4%
COc1ccc(OCC(O)Cn2c(=N)n(Cc3ccccc3)c3ccccc32)cc1 (centres undefined),5.2%,6.51µM*,-1.7%
CCc1c(C)sc(NC(=O)C2CC(c3c(F)cccc3Cl)=NO2)c1C#N (centres undefined),3.2%,u,-27.0%
CCn1c(SCC(=O)Nc2ccc(C(C)=O)cc2)nnc1C1CC1,1.6%[0.0935 µM],-14.3%,-1.7%
CCOc1ccc(C2C(C#N)=C(N)Oc3cc(O)ccc32)cc1OCC (centres undefined),x,u,-27.9%
CCOc1cc(/C=C2\SC(=S)N(NS(=O)(=O)c3ccccc3)C2=O)ccc1O,x,-15.2%,-25.7%
CS(=O)(=O)Nc1cccc(-c2ccc3ncnc(NC4CC4)c3c2)c1,x,6.51µM*,-9.4%
CCOC(=O)c1csc(NC(=O)CCSc2ccccc2)n1,2.4%,-27.3%,-0.5%
CCC(CC)C(=O)c1c[nH]c(C(=O)N2CCN(c3ccc(OC)cc3)CC2)c1,0.0%,-28.4%,0.4%
CCC1=C(OC(=O)N(CC)CC)N2C(=O)OC(=NCCc3c[nH]c4ccccc34)[C@]2(Cc2ccccc2)[C@H]2C1=CC[C@H]1C(=O)N(CC)C(=O)[C@H]12,5.1%&4.7%,u,-2.3%
CCOc1cc(C=O)c(Br)cc1OC1CCCC1,-3.0%,u,-10.1%
Nc1nc2c(nc(Br)n2C2OC(CO)C(O)C2O)c(=O)[nH]1 (centres undefined),2.7%,12.8%,0.1%
CC(=O)N1CCN=C1SCc1ccc(F)cc1,-2.9%,-24.9%,-4.4%
CCOC(=O)C1=NS(=O)(=O)NC(C)=C1,x,-9.0%,-12.1%
COc1ccccc1NC(=O)C1=C(C)Nc2nnnn2C1c1cc(Br)c(O)c(OC)c1 (centres undefined),5.3%,0.8%,-0.1%
CSc1nn(Cc2cccc(Cl)c2)c(N(C(C)=O)C(C)=O)c1S(=O)(=O)c1ccccc1,-2.7%,20.6µM*,-6.3%
COCCCN1C(=O)C(=O)/C(=C(/O)c2ccc(S(=O)(=O)N3CCCCC3)cc2)C1c1cccc(OC)c1 (centres undefined),6.3%,u,-7.8%
CCCCCc1ccc(-c2cn(CC3CCCCC3)nn2)cc1,x,8.91µM*,0.0%
CCC1=NN(C(=O)C(=O)Nc2ccc(Br)cc2)C(O)(C(F)(F)F)C1 (centres undefined),4.9%,-2.7%,0.8%
Cc1ccc(-c2nc3cccc(C)n3c2Nc2ccc(F)cc2)o1,7.7%,10µM*,x
O=C(NCc1cccc(C(F)(F)F)c1)N1CCN(S(=O)(=O)c2ccccc2F)CC1,-3.8%,u,-5.2%
COc1cc2c(cc1OC)C(C)N(C(=O)c1c(-c3ccccc3)noc1C)CC2 (centres undefined),x,13µM*,-1.1%
COc1ccc(-n2ncc3c(N4CCN(c5cc(C)ccc5C)CC4)ncnc32)cc1,2.9%,u,-3.1%
Cc1nc(C)c(C(=O)Nc2cccc(C)c2C)s1,x,-12.3%,-5.1%
Cc1ccccc1NC(=O)COc1ccccc1C,2.0%,7.0%,-12.1%
COc1ccc(NC2CCCN(C(=O)CCn3cccn3)C2)cc1 (centres undefined),2.8%,5.8%,-5.3%
COc1ccccc1Nc1nc2nonc2nc1N1CCC(C)CC1,-5.5%,-11.6%,1.3%
CC(C)c1ccc(NC(=S)NNC(=O)c2cccs2)cc1,8.2%,-0.2%,-26.7%
COc1cc(CN(C(=O)Nc2cccc(Cl)c2)c2ccccn2)cc(OC)c1OC,3.6%,u,-8.7%

# Reformatted: entries from further up
smiles	TDP1 inh	DT40 TDP1 no CPT	KAT2A inh
CCC1=NN(C(=O)C(=O)Nc2ccc(Br)cc2)C(O)(C(F)(F)F)C1 (centres undefined)	4.9%	-2.7%	0.8%
COc1ccc(NC2CCCN(C(=O)CCn3cccn3)C2)cc1 (centres undefined)	2.8%	5.8%	-5.3%

# (more compounds)
SMILES,TDP1 inh,DT40 TDP1 no CPT,KAT2A inh
COc1ccc(Cn2nnc3c(=O)[nH]c(C4CCN(S(=O)(=O)c5ccc(C)cc5)CC4)nc32)cc1,4.1%,u,-11.2%
Cc1ccc(S(=O)(=O)NC(=O)c2cccc(C)c2)cc1,1.4%,0.9%,-5.1%
CCN(CC(=O)NCc1ccc(Cl)cc1)C(=O)CSc1cc(C)ccc1C,1.1%,u,-3.0%
O=C(/C=C/Sc1ccccc1)c1ccc(Cl)cc1,3.4%,16.4µM*,-8.7%
Cc1ccccc1OCC(=O)NCC(=O)N/N=C/c1cccc([N+](=O)[O-])c1,-5.4%,x,0.4%
O=C(Nc1ccc(Br)c(Cl)c1)c1ccco1,1.0%,-25.1%,-6.9%
CC(C)(C)C1CCC(=NNC(=O)C2COc3ccccc3O2)CC1 (centres undefined),1.2%,-19.7%,-1.5%
O=C(NNC(=O)c1cccc(-n2cnnn2)c1)c1ccccc1,0.0%,-23.2%,-4.8%
O=C(Cc1nc2ccccc2[nH]c1=O)c1ccc(Cl)cc1,-5.9%,-23.9%,-11.9%
O=C(CN1C(=O)C2(OCCO2)c2ccccc21)c1ccc(F)cc1,2.8%,-2.8%,2.1%
O=C(COc1ccccc1Cl)Nc1nc(-c2cccs2)cs1,1.0%,u,-9.3%
COc1cc(NS(=O)(=O)c2cccc3nsnc23)c(C(=O)O)cc1OC,6.2%,-2.7%,-20.2%
CCCCCCn1c(=O)c(F)cn(Cc2ccc(OC)c([N+](=O)[O-])c2)c1=O,0.0%,u,-20.5%
CCCCNS(=O)(=O)c1ccc(S(=O)(=O)N2CCC3(CC2)OCCO3)cc1,-5.4%,u,3.4%
CCOC(=O)C1CCN(S(=O)(=O)c2ccc3oc(=O)ccc3c2)CC1,x,-7.9%,-4.1%
COc1ccc(NC(=O)CN(C)C(=O)CNC(=O)c2ccc(C)s2)cc1,-0.3%,8.0%,-1.6%
CCCCC(=O)NC(c1ccc(N(C)C)cc1)c1ccc2cccnc2c1O (centres undefined),x,0.731µM*,-6.9%
CC(C)c1onc(C(=O)NCc2cccs2)c1[N+](=O)[O-],-3.4%,u,-5.1%
Cc1cccc(NC(=O)CCn2nc(C)cc2C)c1,2.2%,3.1%,-0.2%
CC(NC(=O)CN(C)S(=O)(=O)c1cccc2nsnc12)c1ccccc1 (centres undefined),3.5%,15.4%,-4.7%
Cc1ccccc1-n1c(SCC(=O)N(C)C2CCS(=O)(=O)C2)nnc1-c1ccncc1 (centres undefined),0.0%,-17.3%,-3.9%
Cc1ccccc1OCCCn1c(-c2ccc(Cl)cc2)nc2ccccc2c1=O,x,-0.2%,17.1%
Cc1ccc(-c2cc(C(=O)N/N=C/c3ccc([N+](=O)[O-])o3)c3ccccc3n2)o1,-12.2%,13µM*,-12.2%
Cc1ccc(NC(=O)CSCC(=O)NC2=NCCS2)cc1,1.9%,-11.3%,0.7%
COC(=O)[C@]1(Cc2ccccc2)N[C@H](c2ccc(-c3ccc(Cl)c(Cl)c3)cc2)[C@@H]2C(=O)N(C)C(=O)[C@@H]21,-1.0%,18.4µM*,-8.4%
Cc1ccc(Nc2nc(Oc3ccc(=O)[nH]n3)nc(N(C)C)n2)cc1,5.1%,u,x
Cc1ccc(CCNC(=O)Cn2c(-c3cccs3)cc3cc(F)ccc32)cc1,-1.3%,u,-1.8%
CCCCc1c(O)nc(SCC(=O)N2CCCCCC2)[nH]c1=O,-5.6%,u,-21.9%
COc1ccc(C(CNC(=O)COc2ccccc2C)N2CCCC2)cc1 (centres undefined),4.0%,-14.5%,-24.9%
FC(F)Oc1ccc(/C=N/c2c(-c3ccc(OC(F)F)cc3)nc3n2CCS3)cc1,-2.4%,u,-18.8%
CCc1cccc(NC(=S)N(CCN(C)C)C(C)c2ccncc2)c1 (centres undefined),0.0%,u,-6.5%
O=c1cnc2cc([N+](=O)[O-])ccc2[nH]1,0.0%,u,-8.2%
CCOC(=O)c1ccc(N2C(=O)CC(Nc3ccc(O)cc3)C2=O)cc1 (centres undefined),-4.3%,-15.6%,-8.2%
O=C(NCCc1ccccc1C(F)(F)F)C1CCC(=O)N(C2CC2)C1 (centres undefined),5.1%,-13.4%,-22.0%
CC(C)(C)OC(=O)N[C@@H](C(=O)OC(C)(C)C)c1ccc2ccccc2c1,0.0%,23.1µM*,-5.6%
COC(=O)c1ccc(NC(=O)c2cc3c(CO)cnc(C)c3oc2=Nc2cccc(C(N)=O)c2)cc1,x,-22.8%,-15.7%

# Record cards, from the list above.
# Cc1ccc(CCNC(=O)Cn2c(-c3cccs3)cc3cc(F)ccc32)cc1 as listed: TDP1 inh = -1.3%; DT40 TDP1 no CPT = u; KAT2A inh = -1.8%
# O=c1cnc2cc([N+](=O)[O-])ccc2[nH]1 as listed: TDP1 inh = 0.0%; DT40 TDP1 no CPT = u; KAT2A inh = -8.2%
# CCc1cccc(NC(=S)N(CCN(C)C)C(C)c2ccncc2)c1 (centres undefined) as listed: TDP1 inh = 0.0%; DT40 TDP1 no CPT = u; KAT2A inh = -6.5%

# Additional results
SMILES,TDP1 inh,DT40 TDP1 no CPT,KAT2A inh
CC1CCCC(C)N1C(=O)c1ccc(S(=O)(=O)N2CCCC2)cc1 (centres undefined),3.3%,-0.7%,-1.1%
CS(=O)(=O)Nc1cccc(C(=O)CC2(O)C(=O)Nc3ccc(Br)cc32)c1 (centres undefined),2.0%&0.0%,20.6µM*,-1.5%&1.5%
CCCCc1cc(=O)oc2cc(OCC(=O)NCC3CCC(C(=O)O)CC3)ccc12 (centres undefined),x,-1.2%,-0.9%
CC(=O)c1cccc(Oc2ncccn2)c1,x,-7.5%,-8.1%
Clc1nnc(N2CCCCC2)c2ccccc12,0.0%,u,2.4%
O=C(Cc1cccc(NC(=O)C2CCCN(C(=O)C3CC3)C2)c1)Nc1cccc(C(=O)N2CCCC2)c1 (centres undefined),-1.9%,-4.5%,1.3%
COc1ccc(-n2c(C)cc(-c3cn4cccc(C)c4n3)c2C)cc1,6.5%,u,-9.4%
COc1cc(C(=O)OC(C)c2ccc(F)cc2)ccc1OCC(=O)N1CCOCC1 (centres undefined),0.7%,23.1µM*,-2.2%
O=c1oc2ccccc2cc1-c1nc2c(s1)CCCC2,-4.0%,u,-22.6%
COc1ccccc1NC(=O)c1ccc(NC(=O)CN2CCN(C(=O)c3ccco3)CC2)cc1,2.6%,u,-5.2%
CCN1C(=O)c2ccccc2S(=O)c2ccc(C(=O)NCCCN3CCCC3=O)cc21 (centres undefined),2.6%,-15.4%,1.4%
Cc1oc(C(C)(C)C)cc1C(=O)Nc1cccc(C(=O)O)c1,2.0%,-2.9%,-7.8%
CCC(C)(C)NC(=O)C(c1ccc(OC)cc1)N(C(=O)CCC(=O)Nc1cc(C)on1)c1ccc(OC)c(OC)c1 (centres undefined),2.9%,u,-6.6%
CCc1nc(SCC(=O)Nc2ccc([N+](=O)[O-])cc2)n[nH]1,2.9%[56.1 µM],21.0%,u
Cc1nc(CNS(=O)(=O)c2ccc(F)cc2)cs1,x,3.7%,-0.1%
C=C(C)C(=O)Nc1cccc(C2=NOC3(C2)C[C@@H](C(N)=O)N(C(=O)/C=C/C=C/C)C3)c1 (some centres undefined),35.5µM*,0.7%,-13.7%
CCSc1nnc(NC(=O)Cn2cnc3c2c(=O)n(C)c(=O)n3C)s1,-5.1%,-5.0%,-8.1%
O=C1Cc2cc(S(=O)(=O)Nc3ccccc3Cl)cc3c2N1CCC3,4.5%,11.3%,-9.3%
COc1ccccc1CNC(=O)CN(C)Cc1ccc(SC)cc1,4.5%,23.1µM*,-10.0%
COC(=O)Cn1cc(C(=O)C(C)(C)C)c2ccccc21,2.4%,1.5%,-0.2%
Cc1c(NC(=O)CN2CCN(C(=O)c3ccco3)CC2)c(=O)n(-c2ccccc2)n1C,-1.0%,-11.7%,u

# This is a subset; rates above refer to the full screens.
